Lipid storage S3: qHTS Assay for Lipid Storage Modulators in Drosophila S3 Cells; Drosophila S3 cells, BODIPY lipid droplet fluorescence, 18-24 h; cells fed with added oleic acid; lipid storage change, negative = inhibition, % at the top dose, mostly 46.1 µM; hits show Potency in µM; 320,000 compounds, 0.64% hits; active = well fitted inhibition curve with a large enough effect in the signal ratio, with a control signal flat, not every such curve was filed as active; inconclusive = small, poorly fitted or top-dose-only effect, or effect the other way, or a change in a side signal; the % refers to the signal ratio
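Drosophila S3 cells got compounds at several concentrations plus oleic acid (400 uM solution). Laser-scanning cytometry with 488 nm excitation read lipid droplets at 500-530 nm and cells at 575-640 nm. Percent activity was relative to 20 uM Triacsin C.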
Lipid storage S3 cell count max: recorded beside Lipid storage S3, whose call it bears; cell number change, %; measured here: cell count max response;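 cells counted by Cell Tracker Red CMTPX staining in the red channel; peak over a dose series mostly up to 46.1 µM; percent activity relative to internal control wells on each plate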
* hit, by the source's call; i = inactive; ? = inconclusive; / = no result given. % is set by controls: 0 for no effect and ±100 for the full control effect; potency is the fitted concentration of half-maximal effect. This is a subset, so the mix of outcomes need not match the whole.

nr	SMILES	Lipid storage S3	Lipid storage S3 cell count max
1	O=c1c2ccccc2nc(SCc2nnc(-c3ccccc3)o2)n1-c1ccc(F)cc1F	?	/
2	CCCCSc1nc2c(cc1C#N)CCC2	?	/
3	COc1ccccc1OCCNC(=O)c1cc(=O)[nH]c2ccccc12	9%	13
4	CCOc1ccc(OCC)c(S(=O)(=O)n2cnc(C)c2)c1	4%	-5
5	COc1cc(F)ccc1CN1CCC(n2nccc2NC(=O)C2CCOC2)CC1 (centres undefined)	-14%	-17
6	C=CCC1(CC=C)CCCN1C(=O)CC1C(=O)NCCN1Cc1ccc(OC)c(OC)c1 (centres undefined)	8%	7
7	O=[N+]([O-])c1ccc(-c2nc(-c3cccs3)c(-c3cccs3)[nH]2)cc1	23µM*	7.4*
8	C/C(=N/NC(=O)c1ccco1)c1cccc(NC(=O)c2ccc(C)o2)c1	-3%	/
9	Cc1nc(C)c(C(=O)O)c(-c2ccsc2)c1C(=O)O	?	/
10	O=C(NC1CCCCC1)C(c1ccncc1)N(Cc1ccc2c(c1)OCO2)C(=O)c1cnsn1 (centres undefined)	-10%	-17
11	CSC1=NC2(C)CCCCC2C12C=CC(=O)C=C2 (centres undefined)	12%	7
12	CCCCNS(=O)(=O)c1ccc(OC)c2ncccc12	?	/
13	Cc1cccc2sc(NC(=O)Cn3cccc3)nc12	6%	-9
14	OCCN1CCN(C(=S)NC2CCCC2)CC1	?	/
15	O=C(OCC(=O)N1CCN(c2ccccc2)CC1)C1=COCCO1	?	/

Complete entries from above. Order of screens: Lipid storage S3	Lipid storage S3 cell count max
C=CCC1(CC=C)CCCN1C(=O)CC1C(=O)NCCN1Cc1ccc(OC)c(OC)c1 (centres undefined) as listed: 8%	7
OCCN1CCN(C(=S)NC2CCCC2)CC1 as listed: ?	/
O=c1c2ccccc2nc(SCc2nnc(-c3ccccc3)o2)n1-c1ccc(F)cc1F as listed: ?	/

(listing goes on)
nr	SMILES	Lipid storage S3	Lipid storage S3 cell count max
16	O=C(CCCN1C(=O)c2cccc3cccc(c23)C1=O)N1CCN(c2ccccn2)CC1	?	/
17	Cc1ccc2nc(-c3cccc(Br)c3)cc(C(=O)NC3=NCCS3)c2c1	-13%	-17
18	Cc1ccc(S(=O)(=O)NCCSc2nnnn2-c2cc(C)ccc2C)cc1	?	/
19	CCOC(=O)C1=C(c2ccc(OC)cc2)C(=O)c2ccccc2C1=O	?	/
20	CCCCN(c1nc2ccccc2nc1Cl)S(=O)(=O)c1ccc(C)cc1	-19%	1
21	O=C(c1ccc2c3c(cccc13)CC2)C1CCCN(Cc2ccc(OCCO)cc2)C1 (centres undefined)	?	/
22	COc1ccc(CCN(C)C2CCCN(C(=O)c3sccc3C)C2)cc1OC (centres undefined)	?	/
23	C[N+](C)(C)CCCNC(=O)c1ccc(/C=N/O)nc1	5%	2
24	CCOc1ccc(OCC)c(NC(=O)C2CCN(S(=O)(=O)c3cnc[nH]3)CC2)c1	i	/
25	CS(=O)(=O)Nc1ccccc1C(=O)Nc1cc2c(cc1C(=O)O)OCCCO2	64%	-2
26	O=[N+]([O-])c1nn(-c2ccccc2)n(O)c1=NC1CCN(Cc2ccccc2)CC1	i	/
27	Cc1[nH]c2ccccc2c1/C=N/NC(=O)CNC(=O)c1ccc2c(c1)OCO2	-2%	-5
28	CCCCN(C(=O)/C=C/c1ccc(OCC(C)C)c(OCC)c1)c1c(N)n(CCC)c(=O)[nH]c1=O	5%	-6
29	COCCCn1c(SCC(=O)Nc2oc(C)c3c(C)n[nH]c(=O)c23)nc2ccccc2c1=O	?	/
30	Cc1ccc(C)c(-c2csc(NC(=O)c3cnccn3)n2)c1	-4%	-13

nr	SMILES	Lipid storage S3	Lipid storage S3 cell count max
31	O=C(COc1cc(Cl)ccc1Cl)Nc1ccc2[nH]c(=O)[nH]c2c1	?	/
32	COc1ccccc1C(=O)COC(=O)Cc1c[nH]c2ccccc12	?	/
33	COc1ccc(C2/C=C\CN(C(=O)Oc3ccccc3)CC(=O)N2Cc2ccc(F)cc2)cc1 (centres undefined)	16%	0
34	O=C(Nc1ccc2c(c1)OCO2)N1CCN(c2cccc(C(F)(F)F)c2)CC1	?	/
35	CSc1nc2cc(C)nn2c(-c2ccccc2)c1C#N	-3%	-7
36	O=C(NNC1OC(CO)C(O)C(O)C1O)c1cccc(Br)c1 (centres undefined)	?	/
37	CCN(CC)c1ccc(NC(=S)NC(=O)C2CCC2)cc1	4.1µM*	-17*
38	CC1=CC(=O)N(c2cccc(C(F)(F)F)c2)C1c1ccc(Cl)cc1 (centres undefined)	-22%	-5
39	NS(=O)(=O)c1ccc(NC(=O)COC(=O)C2CCCCC2)cc1	?	/
40	Cn1c(SCCN2CCCC2)nnc1C1CCN(S(=O)(=O)c2cccc(F)c2)CC1	-28%	9
41	O=C(O)CCN1C(=O)/C(=C\c2cccc(Oc3ccccc3)c2)SC1=S	4%	2
42	CC(O)c1nc2ccccc2n1C1CCCCC1 (centres undefined)	18%	16
43	CCn1nnnc1NCc1ccc(Cl)cc1	?	/
44	Cc1c(CN(C)C(=O)c2ccc(Br)o2)cnn1C	8%	-2
45	CC(C)C(=O)Nc1cccc(NC(=O)CCN2C(=O)c3ccccc3S2(=O)=O)c1	?	/

nr	SMILES	Lipid storage S3	Lipid storage S3 cell count max
46	COC(=O)c1ccc(C(=O)OC)c(NC(=O)CSCC(=O)O)c1	-5%	24
47	Cc1ccc(-c2cc(C(=O)NCCCN3CCOCC3)c3ccccc3n2)cc1C	11%	-1
48	C[C@@H](NC(=O)c1coc(=O)c(Br)c1)c1ccccc1	-3%	8
49	Cc1ccc(C(=O)NC(C)C2CCCO2)o1 (centres undefined)	-5%	-6
50	Cc1ccc(NC(=O)C2CC(=O)n3c(nc4ccccc43)N2)cc1Cl (centres undefined)	?	/
51	CCOC(=O)N1CCN(c2cccc(C)c2C)CC1	13%	0
52	CN(C)c1cccc(C(=O)NC2CCCc3ccccc32)c1 (centres undefined)	?	/
53	O=C(NCc1ccco1)C1CCN(Cc2ccc(F)cc2)CC1	?	/
54	CCOC(=O)c1c(NC(=O)CSc2nc3ccc(OC)cc3[nH]2)sc2c1CC(C)(C)NC2(C)C	?	/
55	Cc1ccnc2c(N3C(=O)C4C5c6ccccc6C(c6ccccc65)C4C3=O)cccc12 (centres undefined)	?	/
56	CCOC(=O)c1ccc(NC(=O)NC2CCN(CC(=O)NCc3ccc4c(c3)OCO4)CC2)cc1	?	/
57	COc1ccc(CSc2nncn2N)cc1[N+](=O)[O-]	11%	16
58	Cc1ccc(S(=O)(=O)N[C@@H](CO)C(=O)N[C@@H](Cc2ccc(O)cc2)C(=O)O)cc1	?	/
59	CCOC(=O)c1cnc(-n2nc(C)cc2C)nc1Nc1ccc(N(C)C)cc1	0%	-12
60	CN1c2ccsc2C(=O)/C(=C\Nc2cccc(C(F)(F)F)c2)S1(=O)=O	-4%	10

Taken from above:
entry 47 in Lipid storage S3 cell count max shows -1
entry 51 in Lipid storage S3 cell count max shows 0

Remaining list, next part:
nr	SMILES	Lipid storage S3	Lipid storage S3 cell count max
61	CCOc1ccc(S(=O)(=O)n2ccnc2)c2ccccc12	0%	13
62	COc1ccccc1NC(=O)c1ccc(NC(=O)c2ccc(=O)[nH]c2)cc1	?	/
63	CCN(CC)S(=O)(=O)c1csc(C(=O)NC2CCCCC2)c1	18%	-11
64	CCC(Oc1ccccc1)C(=O)NCc1cccnc1 (centres undefined)	1%	10
65	O=C(CCCN1C(=O)c2cccc3cccc(c23)C1=O)Nc1nccs1	-2%	-4
66	O=C(O)CC(NC(=S)NCc1ccccc1)C(=O)O (centres undefined)	?	/
67	Cc1cccc(C2(c3cccc(C)c3)OC(=O)c3ccccc32)c1	-18%	-8
68	Cc1cccc(N(C(=O)c2cnc3n(c2=O)CCS3)C2CCCCC2)c1	4%	0
69	Cn1c(N)c(C(=O)COC(=O)CC(NC(=O)c2ccccc2Cl)c2ccccc2)c(=O)n(C)c1=O (centres undefined)	?	/
70	CC(C)c1ccc(NC(=S)N2CCN(Cc3ccccc3)CC2)cc1	?	/
71	CN(C)c1ccc(NC(N)=S)cc1	-8%	-11
72	NC(=O)c1ccc(NC(=O)c2cccc(Oc3ccccc3)c2)cc1	2%	17
73	COc1ccc(C(C(=O)NC(C)(C)C)N(Cc2ccc(C)cc2)C(=O)CCC(=O)Nc2cc(C)on2)cc1 (centres undefined)	?	/
74	Cc1ccc(-c2c(C)nn3c(N4CCOCC4)cc(C)nc23)cc1	i	/
75	O=C(c1cc2ccccc2oc1=O)N(c1ccccc1)C1C=CS(=O)(=O)C1 (centres undefined)	-11%	-8

Random excerpt: 2 records from the list
nr	SMILES	Lipid storage S3	Lipid storage S3 cell count max
65	O=C(CCCN1C(=O)c2cccc3cccc(c23)C1=O)Nc1nccs1	-2%	-4
67	Cc1cccc(C2(c3cccc(C)c3)OC(=O)c3ccccc32)c1	-18%	-8

The list goes on:
nr	SMILES	Lipid storage S3	Lipid storage S3 cell count max
76	CCCCCCCC(O)CC(CC1CCCCC1)C(=O)NN (centres undefined)	?	/
77	CC1S/C(=N/N=C/c2cccc([N+](=O)[O-])c2)NC1=O (centres undefined)	?	/
78	C(=N\Nc1nc2ccccc2s1)/c1ccc2c(c1)OCO2	-7%	-19
79	CCNS(=O)(=O)c1ccc(NC(=O)c2cncc(Br)c2)cc1	i	/
80	OC1CCN(c2c3c(nc4cc(-c5cccc(F)c5)nn24)CCCC3)CC1	i	-7
81	Cc1nn(-c2ccccc2)c2c1C(=O)NC(=O)C(C)(C)C2	-3%	19
82	CCN(c1cc(C)cc(C)c1)S(=O)(=O)c1nnc(NC(=O)C(C)(C)C)s1	18%	-13
83	FC(F)(F)c1cc(-c2ccccc2)nc(NCC2CCCO2)n1 (centres undefined)	?	/
84	CCn1c(SCC(=O)OC)nnc1-c1ccncc1	4%	13
85	COc1ccc(CC(=O)Nc2cccc(-c3nnc(-c4ccco4)o3)c2)cc1	?	/
86	COc1ccc(S(=O)(=O)N(C)C)cc1NC(=O)CCNC(=O)c1ccccc1OC	-3%	1
87	O/N=C/c1cc(Br)cs1	0%	11
88	COC(=O)c1ccccc1NC(=O)NC1CCCC1	1%	4
89	COc1ccc(OCC(=O)c2c[nH]c3ccccc23)cc1	1%	22
90	CCOc1ccc(OCC(=O)OCc2cc(=O)n3cc(Br)ccc3n2)cc1	?	/

nr	SMILES	Lipid storage S3	Lipid storage S3 cell count max
91	Cc1[nH]c2ccc(C(=O)NCCCN3CCCCC3)cc2c1C	?	/
92	CCCCn1c(=O)[nH]c(=O)c2c1nc(-c1ccc(OCC)cc1)n2CC	13%	-8
93	COCCCNC(=O)C1CCCN(C(=O)Nc2ccc(OC)cc2)C1 (centres undefined)	?	/
94	COc1cc(C)nc(NS(=O)(=O)c2ccccc2)n1	?	/
95	CCc1cccc2c(C(=O)C(F)(F)F)cn(CC(=O)NCC3CCCO3)c12 (centres undefined)	3%	13
96	C=CCSc1nnc(Cc2c(C)[nH]c3ccccc23)o1	7%	2
97	Cc1csc(=Nc2ccc(S(=O)(=O)N3CCOCC3)cc2)n1Cc1ccco1	?	/
98	CN(C)CC#Cc1cncc(C(=O)NNC(=O)Nc2ccc(Cl)cc2)c1	?	/
99	CCOC(=O)c1nn(-c2ccc(F)cc2)c(=O)cc1OCC(=O)Nc1ccc(OCC)cc1	?	/
100	CCOC(=O)c1c(S(=O)(=O)N2CCCC2)c(C)n(C)c1C	2%	-18
101	O=C(c1cccc(OC(F)F)c1)N1CCN(c2ncccn2)CC1	8%	9
102	CC(=O)c1cc(C#N)c(SCC(=O)OC(C)(C)C)nc1C	?	/
103	Cc1cc(NC(=O)CSc2nnnn2-c2ccc(C)c(C)c2)no1	9%	4
104	CC(C)(C)OC(=O)COc1cc(F)ccc1[N+](=O)[O-]	?	/
105	O=S(=O)(Nc1ccon1)c1ccc(Br)cc1	10%	11

Exported field by field: 4 of the compounds above
99. CCOC(=O)c1nn(-c2ccc(F)cc2)c(=O)cc1OCC(=O)Nc1ccc(OCC)cc1
  Lipid storage S3: ?
  Lipid storage S3 cell count max: /
100. CCOC(=O)c1c(S(=O)(=O)N2CCCC2)c(C)n(C)c1C
  Lipid storage S3: 2%
  Lipid storage S3 cell count max: -18
101. O=C(c1cccc(OC(F)F)c1)N1CCN(c2ncccn2)CC1
  Lipid storage S3: 8%
  Lipid storage S3 cell count max: 9
102. CC(=O)c1cc(C#N)c(SCC(=O)OC(C)(C)C)nc1C
  Lipid storage S3: ?
  Lipid storage S3 cell count max: /

Continuation:
nr	SMILES	Lipid storage S3	Lipid storage S3 cell count max
106	COc1ccc(/C=C(/C#N)c2cccnc2)cc1OC	?	/
107	COc1ccc(NS(=O)(=O)c2cccc(C(=O)N(C)Cc3cccs3)c2)cc1	?	/
108	O=[N+]([O-])c1ccc(N/N=C/c2cn(Cc3ccc(F)cc3)c3ccccc23)nc1	?	/
109	O=c1[nH][nH]c(-c2ccccc2O)c1C(C[N+](=O)[O-])c1ccc(Br)cc1 (centres undefined)	?	/
110	COc1ccc(-n2cnnc2SCC(=O)Nc2ccc(C(N)=O)cc2)cc1	?	/
111	O=C1CC[C@@H](C(=O)N2CSC[C@H]2C(=O)O)N1	0%	21
112	COc1ccc(CC(=O)Nc2c3c(nn2-c2cccc(C)c2C)CS(=O)(=O)C3)cc1	6%	12
113	Cc1ccc(/C=N\NC(=O)c2cc([N+](=O)[O-])cc([N+](=O)[O-])c2)o1	?	/
114	CCN(CC)c1ccc2c(Cl)c(Br)c(=O)oc2c1	?	/

Source: PubChem BioAssay (National Center for Advancing Translational Sciences (NCATS))
